NOD1 inhibition: inhibition of NOD1-driven NF-kB reporter – cell-based, luminescence, uHTS, primary screen (AID 1578) | NOD1-driven NF-kB luciferase reporter cells, luminescence; higher % means a stronger effect | actives 1% (n = 290,000) | one-dose inhibition, % at 4 µM; EC50 in µM for titrated hits; in the data active = inhibition mostly above about 36%, no sharp cut-off; inactive = mostly below about 34%;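 also: HEK-293T reporter cells stimulated with the NOD1 agonist gamma-tri-DAP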
TNAP activators: stimulation of alkaline phosphatase TNAP activity – biochemical, luminescent, no phosphate acceptor, uHTS, primary screen (AID 1001). purified TNAP, luminescent activation assay, no phosphate acceptor; higher activation fold means a stronger effect. one-dose activation fold at 20 µM; EC50 in µM for titrated hits. actives 0.03% (n = 200,000); in the data active = activation fold from about 3, or a potency from the dose series; inactive = the rest, 99 in 100 with activation fold below about 1.6; also: many of its hits are not listed in these tables
XIAP antagonists: XIAP antagonists, biochemical, IAP family, fluorescence polarization (AID 1018) | displacement, % at 20 µM, or IC50 in µM where a hit was titrated | actives 0.007% (n = 200,000) | XIAP BIR domain, fluorescence polarization peptide displacement; higher % means a stronger effect; in the data active = displacement above about 50%; also: a part of the inactive calls stands beside numbers as strong as those of hits
LYP phosphatase: PTPN22 lymphoid phosphatase activity blockers – biochemical, fluorescence intensity, uHTS (AID 1779); recombinant LYP phosphatase, fluorescence intensity; higher % means a stronger effect; inhibition, % at 11.5 µM, or IC50 in µM where a hit was titrated; actives 0.054% (n = 290,000);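 also: plate controls were vehicle with enzyme for no effect and no enzyme for full effect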
KOR beta-arrestin-1: kappa opioid receptor blockers – cell-based, luminescence, uHTS (AID 1778) | KOR beta-arrestin recruitment, luminescence, antagonist mode; higher % means a stronger effect | inhibition, % at 10 µM, or IC50 in µM where a hit was titrated | actives 0.091% (n = 290,000); also: strong numbers were not always called active
KOR beta-arrestin-2: kappa opioid receptor activators – cell-based, luminescence, uHTS, primary screen (AID 1777). KOR beta-arrestin recruitment, luminescence; higher % means a stronger effect. activation, % at 10 µM, or EC50 in µM where a hit was titrated. actives 0.02% (n = 280,000); in the data active = activation above about 50%, passing the limit was not always enough; also: a part of the inactive calls stands beside numbers as strong as those of hits
human PMI inhibition: inhibitors of human PMI, primary screen, biochemical, fluorescence intensity, coupled assay (AID 1209); purified PMI enzyme, coupled fluorescence intensity; higher % means a stronger effect; inhibition, % at 20 µM; hits with a dose series show IC50 in µM; actives 0.42% (n = 190,000);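 also: plate controls were DMSO vehicle for no effect and wells lacking substrate for full effect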
HEK293 NOD2/NF-kB: inhibition of NOD2-driven NF-kB reporter – cell-based, luminescence, uHTS, HEK293 (AID 1566); actives 0.63% (n = 290,000); one-dose inhibition, % at 4 µM; EC50 in µM for titrated hits; HEK293 NOD2/NF-kB luciferase reporter, luminescence; higher % means a stronger effect; also: many of its hits are not listed in these tables
human PMI inhibitors: human PMI inhibitors, high substrate, primary screen, biochemical, fluorescence intensity, high mannose 6-phosphate (AID 1220) | inhibition, % at 20 µM, or IC50 in µM where a hit was titrated | actives 0.66% (n = 190,000) | recombinant PMI enzyme, coupled fluorescence intensity; higher % means a stronger effect
* hit, by the source's call; nt = no result given; [ ] = remark or other dose. Rule as the data show it, unless noted: active = inhibition above about 50%; inactive = the rest.

NOD1 inhibition	TNAP activators	XIAP antagonists	LYP phosphatase	SMILES	KOR beta-arrestin-1	KOR beta-arrestin-2	human PMI inhibition	HEK293 NOD2/NF-kB	human PMI inhibitors
-10%	1.1	-7.2%	-10%	NC(=O)c1ccc(-n2nnnc2Oc2ccccc2)cc1	-3%	2.2%	10%	11%	1%
-9%	nt	nt	-7%	Cc1ccc(NC(=O)CNC(C)c2ccccc2)cc1 (stereo not given)	-26%	4.0%	nt	-34%	nt
-21%	1.1	-2.8%	-7%	CC1(C)CC(CCC(=O)Nc2ccc(S(N)(=O)=O)cc2)C(=O)O1 (stereo not given)	23%	1.6%	-3%	6%	-3%
20%	nt	nt	-1%	COC(=O)c1ccc(C2/C(=C(/O)c3ccc4c(c3)CC(C)O4)C(=O)C(=O)N2Cc2cccnc2)cc1 (stereo not given)	-48%	1.0%	nt	9%	nt
-20%	nt	nt	2%	COc1ccc(-c2csc(NC(=O)CN3C(=O)C4CCCCC4C3=O)n2)cc1OC (stereo not given)	-14%	2.4%	nt	-2%	nt
-19%	1.1	-4.9%	-3%	COc1ccc(C(=O)NNC2CC(=O)N(Cc3ccccc3)C2=O)cc1OC (stereo not given)	-2%	-8.3%	1%	-3%	0%
-32%	1	-3.2%	-3%	O=C(Cc1cccc2ccccc12)Nc1nnc(-c2cccc([N+](=O)[O-])c2)s1	-42%	0.3%	8%	-7%	3%
-36%	1.1	-6.3%	3%	COc1ccc(CCNC(=O)Cn2c(=O)n(CC3CCCO3)c(=O)c3ccccc32)cc1OC (stereo not given)	0%	2.5%	-10%	10%	-8%
0%	1.1	-6.0%	-9%	CC(=O)N1CCC(=NNc2ncc(C(F)(F)F)cc2Cl)CC1	-14%	-4.8%	9%	4%	17%
-22%	1.1	-2.3%	-10%	O=C(NCc1ccc(Cl)cc1)c1cnn2ccccc12	-41%	-0.7%	-2%	-46%	-3%
-38%	1.1	-2.9%	-6%	O=C(Oc1ccc(NC2=NS(=O)(=O)c3ccccc32)cc1)c1cccnc1	-46%	-3.0%	-10%	6%	3%
-51%	nt	nt	-5%	O=C(c1ccc(COc2ccc(Cl)cc2Cl)o1)N1CCCC1	-10%	6.5%	nt	-12%	nt
-19%	nt	nt	-9%	CCOc1ccc(S(=O)(=O)N2CCC(C(=O)N3CCCCCC3)CC2)cc1C	3%	2.6%	nt	25%	nt
-2%	1	-8.9%	-2%	COc1cc2c(cc1NC(=O)c1cc(-c3cccnc3)nc3ccc(C)cc13)oc1ccccc12	10%	-0.4%	6%	10%	0%
4%	1	-20%	-6%	CCC(=O)Nc1cc2c(cc1C(=O)c1ccccc1)OCCO2	-2%	0.0%	10%	10%	12%
14%	1	-4.2%	0%	CCOC(=O)C1=C(CN2CCc3ccccc32)NC(=O)NC1c1cccc([N+](=O)[O-])c1 (stereo not given)	-46%	4.0%	7%	22%	5%
-12%	1.1	-4.6%	-10%	CC(C)(C)c1ccc(C(=O)NCCN2CCCC2)cc1	-39%[20 µM]	nt	5%	16%	13%
17%	1.1	-3.3%	2%	CCCc1nn(C)c2c1C(c1cccnc1)C(C#N)=C(N)O2 (stereo not given)	-10%	1.8%	-1%	7%	-7%
10%	1	-9.9%	-5%	CC(=O)Nc1ccc(NC(=O)COc2ccc(Br)cc2C)cc1	-15%	3.9%	-2%	15%	3%
12%	1	-1.7%	5%	COc1ccccc1NC(=O)Nc1nnc(-c2ccco2)s1	-8%	-2.0%	-4%	2%	-3%
-4%	1.1	-3.8%	-3%	CSc1ccc(CN2CCN(C(=O)c3ccncc3)CC2)cc1	2%[20 µM]	-6.5%	0%	28%	-5%
-38%	nt	nt	8%	O=c1[nH]c(/C=C/c2cccc([N+](=O)[O-])c2)c([N+](=O)[O-])c(=O)[nH]1	-20%[20 µM]	-2.0%	nt	-1%	nt
6%	nt	nt	1%	O=C(O)c1ccc(N=Nc2c(O)[nH]c3ccccc23)cc1	-14%	7.0%	nt	-127%	nt
9%	1	-0.6%	-2%	Cc1cccc(-c2cc(C(=O)Nc3sc(C)c(C)c3C(N)=O)c3ccccc3n2)c1	-41%	4.0%	14%	-2%	-2%
-12%	nt	nt	-5%	O=C1CCC(C(=O)N2CCOCC2)CN1Cc1cccc(C(F)(F)F)c1 (stereo not given)	1%	-3.6%	nt	1%	nt

Additional records
NOD1 inhibition	TNAP activators	XIAP antagonists	LYP phosphatase	SMILES	KOR beta-arrestin-1	KOR beta-arrestin-2	human PMI inhibition	HEK293 NOD2/NF-kB	human PMI inhibitors
13%	1	-5.6%	-2%	O=C(NCCc1nc2ccccc2[nH]1)/C(=C/c1ccc2c(c1)OCO2)NC(=O)c1ccccc1Cl	-48%	3.9%	-15%	7%	-14%
-34%	nt	nt	-6%	CC1CC(C)CN(C(=O)C2CCN(S(=O)(=O)c3cccc4cccnc34)CC2)C1 (stereo not given)	-50%	-3.8%	nt	21%	nt
7%	nt	nt	-8%	CCc1ccc(-c2nc(SCC(=O)NC3CCCC3)n[nH]2)cc1	0%	-2.6%	nt	36%	nt
-1%	nt	nt	-7%	Cc1ccccc1Nc1c(-c2cccnc2)nc2ccccn12	8%	4.0%	nt	0%	nt
-81%	1.1	0.0%	-3%	CC(CCc1ccccc1)NC(=O)C(=O)Nc1ccccc1 (stereo not given)	nt	-1.2%	-6%	-63%	-7%
-18%	1	-4.0%	-8%	Cc1cc(C)nc(N2CCCC(C(=O)NC(C)C)C2)n1 (stereo not given)	28%[20 µM]	-16%	4%	2%	3%
44%	1.1	-2.3%	-8%	Cc1sc2ncnc(N3CCCCC3)c2c1C	-1%	1.4%	-2%	30%	-2%
-4%	nt	nt	-5%	Cc1ccccc1CN1CCNC(=O)C1CC(=O)NCCC1=CCCCC1 (stereo not given)	4%	1.3%	nt	-4%	nt
-26%	nt	nt	-4%	CC(C)CCN(C(=O)CNC(=O)c1ccco1)C(C(=O)NC1CCCCC1)c1cccnc1 (stereo not given)	-21%	-3.5%	nt	-3%	nt
-38%	nt	nt	-8%	C#CCOC(=O)CN1C(=O)c2cccc3cccc(c23)C1=O	-41%[20 µM]	-3.1%	nt	-2%	nt
-24%	1.1	-4.1%	1%	CCn1cc(C(=O)NC(=S)Nc2cccc(O)c2)cn1	-19%	-0.9%	7%	-14%	1%
4%	1.1	0.3%	0%	COc1cc(/C=N/NC(=O)c2csc3c2CCCC3)cc(OC)c1O	3%	-0.5%	11%	14%	27%
16%	1.1	-0.6%	-1%	O=C1CCC(/C=C/c2ccccc2)=NN1Cc1ccccc1Cl	1%	2.8%	9%	11%	5%
2%	1.1	-5.8%	2%	Cc1ccc(N(CC(=O)N2CCOCC2)S(C)(=O)=O)cc1C	-33%	-1.9%	5%	9%	0%
33%	1	-15%	-8%	CC(C)=CCN1CCN(Cc2cccn2-c2ccccn2)CC1CCO (stereo not given)	-45%[20 µM]	12%	7%	-7%	11%
-11%	1.1	-7.1%	-2%	CCOC(=O)c1oc2c(CN3CCCCC3C)c(O)ccc2c(=O)c1-c1ccc(OC)c(OC)c1 (stereo not given)	8%	-3.2%	7%	8%	6%
-4%	1	-2.5%	2%	COc1ccc(-n2c(C)ccc2C)c([N+](=O)[O-])c1	-8%[20 µM]	4.1%	4%	10%	1%
2%	1.2	-2.1%	-8%	Cc1cccc(C(=O)NCCN(C)C)c1	7%	-0.2%	1%	5%	3%
12%	1	0.7%	-4%	O=C(NCc1ccc(F)cc1)C(c1ccncc1)N(C(=O)c1csnn1)C1CC1 (stereo not given)	-3%	1.0%	9%	10%	14%
-78%	nt	nt	-4%	NS(=O)(=O)c1cc(C(=O)Nc2ccc3c(c2)OCCCO3)ccc1Cl	13%	-0.8%	nt	-21%	nt
2%	1.1	-17%	-4%	COc1ccc(S(=O)(=O)n2nc(-c3ccc(Cl)cc3)cc2N)cc1OC	-36%	2.5%	18%	13%	14%
-15%	nt	nt	-13%	O=C(CCCCC(=O)NNC(=O)COc1ccccc1)NNC(=O)COc1ccccc1	-46%	1.2%	nt	-12%	nt
-18%	1.1	0.7%	-6%	CCCCSc1nnc2nc(C)cc(C)n12	-13%	-1.8%	11%	6%	6%
8%	nt	nt	-1%	COc1cc(C(=O)N=c2sccn2C)c([N+](=O)[O-])cc1OC	-4%	-6.8%	nt	11%	nt
-55%	nt	nt	-10%	CSc1nnc(NC(=O)c2ccco2)s1	6%[20 µM]	-0.8%	nt	-22%	nt

Other structures
NOD1 inhibition	TNAP activators	XIAP antagonists	LYP phosphatase	SMILES	KOR beta-arrestin-1	KOR beta-arrestin-2	human PMI inhibition	HEK293 NOD2/NF-kB	human PMI inhibitors
16%	1.1	nt	-12%	COc1ccc(CC(=O)Oc2cc(C)[nH]c(=O)c2[N+](=O)[O-])cc1	19%	-3.4%	-20%	11%	-15%
-2%	nt	nt	-5%	CC1(OC(=O)CCc2ccccc2)C(=O)C=C2C=C(c3ccc(C#N)cc3)N(CCc3c[nH]c4ccccc34)C=C2C1=O (stereo not given)	12%	4.2%	nt	9%	nt
-6%	1.1	-3.9%	-11%	CCOC(=O)N1CCN(C(=O)c2ccc3c(c2)NC(=O)C(N2CCOCC2)S3)CC1 (stereo not given)	14%	-1.5%	-2%	19%	3%
-4%	1	-5.5%	-9%	C=C(C)c1cccc(C(C)(C)NC(=O)N2CCC(C)CC2)c1	-53%	7.5%	-2%	-17%	0%
-30%	nt	nt	-1%	Cc1cc(C)c(S(=O)(=O)N2CCCC(C(=O)N3CCCC3)C2)c(C)c1 (stereo not given)	-20%	-2.3%	nt	10%	nt
17%	1.1	-3.7%	-4%	C=C(C)c1nc(N)nc(N)n1	-6%	-1.0%	10%	3%	5%
-4%	nt	nt	-14%	CCN1CCN(Cc2ccc(NC(=O)c3cc(NC(=O)C(=O)c4c[nH]c5ccccc45)cc(OC)c3)cc2C(F)(F)F)CC1	-25%	nt	nt	5%	nt
-10%	1.2	-4.2%	-8%	CC(=O)Nc1ccccc1OCc1cnc(Cl)s1	-2%[20 µM]	-7.8%	-3%	17%	-6%
-9%	nt	nt	-8%	Cc1ccc(S(=O)(=O)NCC2CCC(C(=O)NCCCN3CCCC3=O)CC2)cc1 (stereo not given)	-20%	1.7%	nt	6%	nt
1%	1.1	-5.9%	-3%	CCOc1ccc(C2CC(=O)NC3=C2C(=O)CCC3)cc1Cl (stereo not given)	-41%	-2.8%	6%	-6%	-1%

Six records picked at random from those above, as already listed:
NOD1 inhibition	TNAP activators	XIAP antagonists	LYP phosphatase	SMILES	KOR beta-arrestin-1	KOR beta-arrestin-2	human PMI inhibition	HEK293 NOD2/NF-kB	human PMI inhibitors
17%	1.1	-3.7%	-4%	C=C(C)c1nc(N)nc(N)n1	-6%	-1.0%	10%	3%	5%
-10%	1.2	-4.2%	-8%	CC(=O)Nc1ccccc1OCc1cnc(Cl)s1	-2%[20 µM]	-7.8%	-3%	17%	-6%
-9%	nt	nt	-8%	Cc1ccc(S(=O)(=O)NCC2CCC(C(=O)NCCCN3CCCC3=O)CC2)cc1 (stereo not given)	-20%	1.7%	nt	6%	nt
16%	1.1	nt	-12%	COc1ccc(CC(=O)Oc2cc(C)[nH]c(=O)c2[N+](=O)[O-])cc1	19%	-3.4%	-20%	11%	-15%
-4%	nt	nt	-14%	CCN1CCN(Cc2ccc(NC(=O)c3cc(NC(=O)C(=O)c4c[nH]c5ccccc45)cc(OC)c3)cc2C(F)(F)F)CC1	-25%	nt	nt	5%	nt
-2%	nt	nt	-5%	CC1(OC(=O)CCc2ccccc2)C(=O)C=C2C=C(c3ccc(C#N)cc3)N(CCc3c[nH]c4ccccc34)C=C2C1=O (stereo not given)	12%	4.2%	nt	9%	nt

Assay outcomes from PubChem BioAssay.

These rows are one share of the data (hit frequency here may not be typical).
